S1P1 ag pot = S1P1 (human) agonism or agonism potentiation | S1P1 CRE-bla cells, forskolin, beta-lactamase FRET, potentiator mode; S1P1 agonist co-added at EC20, 2 nM; 100% = saturating reference agonist, 0% = basal | activation, % at 9.5 µM | 56,000 compounds, 0.57% hits | AID 449;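 active means activation above a cutoff set at the mean activation of all tested compounds plus 3 SD, cut at about 54% in these data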;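 further: forskolin at 4 µM as EC80 and the EC20 agonist is SEW2871; 100% = SEW2871 at its EC100 plus forskolin at EC80; some compounds past the cut are filed as inactive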
HTR1E agonist = 5-HT1E (human) receptor agonism; P28566; 65,000 compounds, 0.69% hits; CHO 5-HT1E Ga15 NFAT-bla reporter, FRET; 0% DMSO wells, 100% control agonist wells; activation, % at 6 µM;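 active means activation above a set limit, the screen-wide mean activation plus 3 SD, cut at about 8.5% in these data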;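 further: 100% = positive control agonist at 1 µM giving full maximal response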
Jurkat tox 60K = cytotoxicity toward Jurkat cells | Jurkat E6.1 viability, ATP luminescence, 48 h | inhibition, % at 4 µM | 56,000 compounds, 1.2% hits;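 active means inhibition above the mean inhibition of all tested compounds plus 3 SD, cut at about 28% in these data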
5-HT1A blocker = 5-HT1a (human) receptor antagonism; P08908; CHO 5-HT1a Ga15 NFAT-bla reporter, antagonist mode; inhibition, % at 10 µM; 62,000 compounds, 0.68% hits;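 active means inhibition above the mean of all tested compounds plus 3 SD, cut at about 43% in these data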;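 further: receptor stimulated by 5-CT agonist at 100 nM near EC80; beta-lactamase reporter measured by ratiometric fluorescence of a cleavable substrate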
HTR1E antagonist = antagonists of human 5-HT1E serotonin receptor; P28566; CHO 5-HT1E Ga15 NFAT-bla reporter, FRET, antagonist; inhibition, % at 6 µM; 65,000 compounds, 0.99% hits; AID 571;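 active means inhibition above a set limit, the mean inhibition across every tested compound plus 3 SD, cut at about 29% in these data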;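 further: signal is the 460 over 535 nm emission ratio of beta-lactamase substrate; 0% = agonist plus DMSO wells and 100% = wells without agonist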
S1P3 agonist = S1P3 (human) receptor agonism; S1P3 NFAT-BLA reporter cells, FRET ratio; relative to 1 µM S1P, basal subtracted; activation, % at 4.5 µM; 60,000 compounds, 0.1% hits;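 active means activation above the screen-wide mean plus 3 SD, cut at about 4.5% in these data, passing the limit was not always enough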; further: some compounds called inactive have numbers as strong as hits
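Assay system: stable CHO line with human S1P3, Gα16, NFAT-BLA reporter; Detection: FRET β-lactamase substrate fluorescence, excitation 405 nm, 460/535 nm emission ratio, background-subtracted; Read-out: percent activation versus median 1 µM S1P response, basal-subtracted, per plate; Incubation: cells plated overnight, compound 4 h 37 °C, substrate 2 h RT.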
M1 ag = M1 muscarinic receptor agonism; AID 626; 64,000 compounds, 3% hits; CHO-M1 cells, Fluo-4 calcium fluorescence, agonist mode; stronger effect = higher value; B-score at 10 µM;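 active means fluorescence rise, raw or as B-score row- and column-corrected plate score, outside the 99.7% band of its plate's samples, either direction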
M1 antag = M1 muscarinic receptor (rat) antagonism. P08482. CHO-M1 cells, Fluo-4 calcium, ACh EC80 antagonist mode; stronger effect = lower value. B-score at 10 µM. 64,000 compounds, 3.4% hits. AID 628;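 active means calcium fluorescence response, raw or row-and-column corrected B-score, differing from the plate sample mean either way at a set confidence level, mostly lower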
5HT1a ag = activates the human 5-HT1a serotonin receptor. AID 567. CHO 5-HT1a Ga15 NFAT-bla reporter, FRET ratio; 0% basal, 100% maximal reference agonist. activation, % at 10 µM. 65,000 compounds, 0.56% hits;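 active means activation above the screen-wide mean activation plus 3 SD, cut at about 19% in these data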;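 further: 0% = DMSO wells and 100% = 5-CT at EC100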
An asterisk follows results filed as active; / = no result given. No enrichment for hits; about 8.9% have a hit in one of these screens.

The line under a structure holds: S1P1 ag pot	HTR1E agonist	Jurkat tox 60K	5-HT1A blocker	HTR1E antagonist	S1P3 agonist	M1 ag	M1 antag	5HT1a ag
> O=C(COc1ccc(Cl)cc1)NCc1nnc(SCC(=O)NCc2ccc3c(c2)OCO3)o1
    17	-1.5	12	-9	6	-0.7	-0.18	-0.027	-4.1
> C=CCNC(=O)c1ccc(C)cc1Cl
    -23	0.1	-6	-9	2	0.3	/	/	0.2
> Cc1cc(S(=O)(=O)N2CCCC2)ccc1OCC(=O)N1CCOCC1
    /	0.3	0	-16	-4	1.0	0.18	-0.5	-1.8
> Cc1nn(C)c(C)c1NC(=O)c1ccc(S(=O)(=O)N(C)C)cc1
    /	-0.1	1	1	-1	-0.3	-0.56	-0.72	-1.3
> CCOCCCNC(=O)C(c1ccc(Cl)cc1)N1CCN(c2ccccc2)CC1 (configuration not stated)
    13	0.1	1	14	-17	-1.5	0.6	0.25	0.7
> C=CCNc1nc(N2CCCC2)nc2ccccc12
    -15	-1.3	-1	35	0	-0.9	-0.83	-3.4*	-1.7
> CCOC(=O)/C=C1\SCC(=O)N1Cc1ccc(Br)cc1
    12	-0.3	-3	15	5	-0.7	0.56	-0.11	1.1
> Cc1ccc(-c2nc(N)n(C(=O)c3cccnc3)n2)cc1
    -31	0.8	-3	-16	-11	0.6	0.53	-0.4	-5.5
> O=c1ccc(=O)n2n1CC(O)C2
    10	0.5	1	-2	7	0.0	-0.92	0.0079	-3.4
> Cc1occc1C(=O)N1CCCc2ccccc21
    -14	0.9	3	4	-5	-1.3	0.11	-1.1	-1.6
> CCOC(=O)c1cnn(-c2nc3sc4c(c3c(=O)[nH]2)CCCC4)c1N
    2	0.7	9	5	6	-0.7	-0.64	-1.1	-2.9
> Cc1cc(NCCN(C)C)n2nc(-c3cccs3)cc2n1
    /	0.3	/	-4	-5	/	0.59	-0.27	-1.4
> O=C(CN1C(=O)c2ccccc2C1=O)Nc1ccc(-c2nc3ccccc3o2)cc1
    /	0.4	-7	-3	-6	0.0	0.56	0	2.1
> O=S(=O)(Nc1cccc(-c2nc3cccnc3s2)c1)c1ccc2c(c1)OCCO2
    38	-1.2	-4	15	18	-0.3	1.5	-0.063	0.5
> CN(C)CCCNCCCNC(=O)c1ccccn1
    4	0.7	2	-4	-3	-0.8	-0.87	0.83	-4.8
> CCCn1nnc(NC(=O)c2ccccc2Cl)n1
    /	0.4	-1	0	9	-0.6	0.0065	0.00099	-1.8
> CC1(C)CC(=O)C(C=NCCO)=C(O)C1
    -20	-0.6	0	-14	-1	-0.8	0.44	0.24	-1.8
> COc1cc(C)c(Br)cc1S(=O)(=O)N1CCCC1
    -13	-1.3	3	8	4	-1.0	0.72	0.83	-0.7
> CCn1nnc(-c2ccccc2NC(=O)c2cc(OC)cc(OC)c2)n1
    -6	-0.5	7	18	17	-1.1	-0.39	0.38	-0.1
> O=C(NCCCN1CCCC1=O)c1nnc(Cc2c(F)cccc2Cl)o1
    8	1.5	-3	-3	-2	-0.7	0.19	0.85	-3.1
> CCCCc1ccc(-c2nc(-c3ccncc3)no2)cc1
    /	-0.2	/	-14	-2	/	-2	-0.28	-0.9
> O=C(CCN1CCc2ccccc2C1)Nc1ccccc1
    -4	-0.6	7	10	-2	-1.4	/	/	-2.8
> Cc1onc(-c2ccccc2Cl)c1C(=O)OCN1C(=O)c2ccccc2C1=O
    /	-1.2	-4	11	-6	-1.1	0.038	0.052	3.5
> COCCn1c(SCC(=O)NCc2cccs2)nnc1-c1ccc(OC)cc1
    -5	0.5	-2	10	-1	-0.3	0.11	-0.28	-1.3
> CSCCC1NC2(C(=O)Nc3c2ccc(Cl)c3C)[C@@H]2C(=O)N(C3CCCC3)C(=O)[C@H]12 (some centres not stated)
    -7	0.5	4	-4	3	-1.1	-0.13	0.67	2.4
> O=S1(=O)N=C(Nc2ccc(N3CCOCC3)cc2)c2ccccc21
    /	-0.8	2	20	11	-0.6	-0.67	-0.28	-1.7
> CC(=O)Nc1nc2cc3c(cc2s1)OCO3
    -11	0.6	2	5	15	0.6	-0.11	0.28	-0.9
> CCn1c(-c2cc(OC)ccc2OC)csc1=Nc1c(C)n(C)n(-c2ccccc2)c1=O
    /	-0.4	/	10	-3	/	-0.14	-0.45	-3.7
> CCOC(=O)CCNC(C)C1COc2ccccc2O1 (configuration not stated)
    -3	0.6	-5	-12	-4	0.4	0.26	-0.098	1.6
> O=C(Oc1nsnc1N1CCOCC1)N1CCOCC1
    -8	0.2	0	3	4	-1.0	0.58	0.013	0.2
> COc1ccc(C(=O)N2c3ccccc3CC2C)cc1OC (configuration not stated)
    /	0.7	3	-6	-2	0.1	-0.74	-0.12	-0.7
> C1CN(c2nc3nonc3nc2N2CCOCC2)CCO1
    6	-0.3	5	-3	0	-0.9	0.36	1.1	-3.8
> CCOC(=O)CNc1nc(C(C)(C)C)nc2c1nnn2Cc1ccccc1Cl
    /	0.2	/	-7	-5	/	-0.028	0.32	3.5
> CCOC(=O)C(NC(=O)CCC(=O)Nc1ccc(S(N)(=O)=O)cc1)C(O)c1ccccc1 (configuration not stated)
    -3	-0.4	-2	3	0	-1.6	-0.025	-0.18	-2.2
> CC(NS(=O)(=O)c1ccccc1)C(c1cccs1)N1CCN(c2ccccc2)CC1 (configuration not stated)
    /	-0.5	/	30	15	/	0.81	1.2	0.0
> CCOC(=O)Nc1ccc2c(c1)N(C(=O)OCCN(C)C)c1ccccc1CC2
    17	1.1	-2	-3	-1	-0.3	3.4	-3.3*	-0.6
> O=C(CN1CCN(C(=O)c2cccs2)CC1)NC1CCCCC1
    -3	-1.1	-2	-8	-6	-0.1	0.16	-0.73	-2.3
> CC1(C)Nc2ccccc2N(CCC(=O)N2CCOCC2)C1=O
    /	1.3	-1	-8	1	0.2	-0.79	0.28	3.1
> CCOC(=O)C1CCCN(Cc2ccc(OC)cc2OC)C1 (configuration not stated)
    -1	-0.1	0	16	-2	-2.0	0.14	0.24	-6.7
> COc1ccccc1NC(=O)Nc1nnc(C(C)C)s1
    21	-0.5	/	/	29*	-3.1	0.4	1.5	0.2
> Cc1cc2oc(=O)cc(COC(=O)Cn3cnnn3)c2cc1C(C)C
    11	0.1	10	-6	11	0.1	/	/	0.0
> c1n[nH]c(NCc2ccc3c(c2)OCO3)n1
    -14	-0.5	6	7	10	-0.6	2.7*	0.72	-0.7
> Cc1cc(C)c(C#N)c(SCS(=O)Cc2ccc(Cl)cc2)n1 (configuration not stated)
    37	0.1	16	-8	17	-0.8	0.87	0.4	1.4
> COc1ccc(CCNCc2csc3nc4ccccc4n23)cc1OC
    46	3.6	46*	-12	4	-1.2	0.039	0.42	0.7
> Cc1ccc(C2CC(=O)c3cnc(N4CC(C)CC(C)C4)nc3C2)cc1 (configuration not stated)
    -22	0.8	2	9	-8	-1.2	0.15	-0.22	0.5
> COc1ccc(C2CC(C(F)(F)F)n3nc(C(=O)N(C)Cc4cn(C)nc4C)c(Cl)c3N2)cc1 (configuration not stated)
    -3	-1.3	0	6	4	-0.7	-0.71	-0.0022	-0.1
> COC(=O)c1cccc(N(C(=O)c2cnccn2)C(C(=O)NCc2ccccc2)c2ccco2)c1 (configuration not stated)
    -4	-0.5	-3	-6	-10	-0.3	2.1	-0.013	-0.3
> CCCN1C2CCCC1CC(NC(=O)c1ccccc1)C2 (configuration not stated)
    4	-0.9	1	15	3	-1.4	-0.094	-2.5	-1.4
> CCOC(=O)C1=C(CNC2CCCCC2)NC(=O)NC1c1cc(C)ccc1C (configuration not stated)
    -10	-0.4	-2	1	0	-0.5	-0.68	0.11	-0.9
> CCOc1cccc(OCCCCN2CCOCC2)c1
    -5	0.5	3	13	6	-1.6	-0.15	-0.73	-1.5

(further entries)
The line under a structure holds: S1P1 ag pot	HTR1E agonist	Jurkat tox 60K	5-HT1A blocker	HTR1E antagonist	S1P3 agonist	M1 ag	M1 antag	5HT1a ag
> O=C(O)CCCNC(=O)c1cncc(Br)c1
    -18	0.2	-2	0	-2	-1.4	-0.013	-0.05	-2.9
> Cc1c(C(=O)N(Cc2cccs2)C2CCS(=O)(=O)C2)oc2ccccc12 (configuration not stated)
    6	-2.0	-2	-7	15	-1.0	0.68	-0.37	0.7
> Cc1ccc(N(C(C)C(=O)O)S(=O)(=O)c2cccnc2)cc1 (configuration not stated)
    -16	-1.2	-3	14	0	-0.4	1.5	0.073	-3.4
> O=S(=O)(c1ccc(C2CCCCC2)cc1)N1CCN(c2ncccn2)CC1
    0	0.1	7	8	2	-0.8	/	/	-1.2
> N#Cc1c(F)cccc1N1CCOCC1
    -9	0.1	1	1	5	-0.1	0.69	0.021	-3.2
> CCOC(=O)N1CCN(C(=O)c2cc3cc(Br)ccc3oc2=O)CC1
    -21	0.3	1	12	-5	-1.1	-0.21	-1.1	1.8
> CCOC(=O)c1cn[nH]c1N
    -1	1.0	8	-2	-4	-1.0	0.011	-0.5	-0.2
> CNC(=O)CN1C(=O)CSc2ncccc21
    -27	0.2	-5	-2	8	-0.4	-1.1	-0.31	0.7
> CCNc1c(N)c(=O)oc2ccccc12
    -12	0.7	-4	-20	-3	0.7	-0.62	0.46	0.5
> COCc1cc(C)nc(SCC(=O)c2ccc(O)c(O)c2)c1C#N
    33	-0.6	27	14	25	-0.3	0.68	0.053	-1.6
> COCCCNC(=O)Cn1nnc(-c2ccc(NC(=O)c3ccc(F)cc3)cc2)n1
    /	0.1	/	6	-8	/	0.44	1.4	-0.7
> Cc1c(C(=O)Nn2cnnc2)oc2ccccc12
    -2	-1.7	-5	11	0	-0.9	0.62	0.37	-1.0
> COc1ccc(C)cc1NC(=O)CSc1nnc(-c2ccc(C)cc2)o1
    3	0.1	0	-12	1	-0.6	0.25	0.75	-0.4
> COC(=O)c1cc(-c2ccc3c(c2)OCO3)nc2ccccc12
    /	1.2	-3	27	-4	-1.9	2.8	0.77	3.9
> CS(=O)(=O)Nn1cnc2ccccc2c1=O
    12	-0.5	2	-3	4	-0.2	0.29	0.54	-0.9
> O=C(CSc1ccc2nnc(-c3cccnc3)n2n1)N1CCOCC1
    8	0.2	2	-2	-3	-0.1	1.1	-0.28	-0.9
> CCOC(=O)CSc1nc(N2CCOCC2)c2c(c1C#N)CC(C)(C)N(C)C2
    -2	-0.9	/	/	-7	-3.7	0.32	-0.66	-0.4
> CCCCn1c(SCC(=O)NCc2cccs2)nc2c1c(=O)n(C)c(=O)n2C
    11	-0.1	1	1	5	-1.2	0.12	0.57	-1.8
> CCOC(=O)C1CCCN(C(=O)c2ccc(OC(C)=O)cc2)C1 (configuration not stated)
    4	0.2	0	0	-2	-0.5	0.52	-0.35	-2.6
> Cc1cc(C)nc(N2CCC(C(=O)NCCc3ccccc3)CC2)n1
    2	-0.1	-2	3	7	-0.4	-0.29	-0.029	-0.9
> Cc1cc(Oc2ccccc2)nc(-c2ccccc2)n1
    -18	0.2	1	-4	-2	-1.4	-0.1	-1.7	-5.5
> CCOc1ccccc1C1CC(c2ccc(Br)cc2)Nc2nc(N)nn21 (configuration not stated)
    -16	0.3	6	7	6	-0.5	-1.3	-0.28	0.9
